Screening data deposited in PubChem BioAssay by NCI.
NCI-60 one-dose screen, 48 h, at 10 µM unless noted. Numbers give growth in % (100 = growth as untreated, 0 = no growth, -100 = all killed).
MDA-MB-468 = MDA-MB-468 breast cancer. actives 8.5% (n = 78,000). AID 2202374
T-47D = T-47D breast cancer; actives 5% (n = 79,000); AID 1794792
MCF7 = MCF7 breast cancer | AID 1794796 | actives 6.3% (n = 82,000)
BT-549 = BT-549 breast cancer. actives 4.4% (n = 78,000). AID 1794793
MDA-MB-231 = MDA-MB-231 breast cancer. actives 5% (n = 81,000)
LOX IMVI = LOX IMVI melanoma | actives 7.4% (n = 79,000) | AID 1794757
HS 578T = HS 578T breast cancer. actives 4.1% (n = 78,000). AID 1794788
SK-MEL-28 = SK-MEL-28 melanoma | actives 4.1% (n = 81,000)
* hit, by the source's call; . = not tested or not shown; & = joins results of further samples; [ ] = dose if it differs, or a comment. How the source made its calls: active means growth percent below 10; inactive means the rest.

SMILES | MDA-MB-468 | T-47D | MCF7 | BT-549 | MDA-MB-231 | LOX IMVI | HS 578T | SK-MEL-28
Cc1nc2c(=O)[nH]c(=S)[nH]c2[nH]c1=O | 111.0&107.4 | 102.0&112.0 | 99.9&101.3 | 105.1&118.4 | 101.7&111.6 | 96.0 | 101.6&102.4 | 112.1&111.4
Cc1ccccc1NC(=O)N/C(N)=N/c1nc2ccccc2s1 | 1.6* | 61.1 | 19.0 | -2.9* | 43.2 | 21.7 | 42.1 | 54.6
N#Cc1ccc(-c2cnc3nonc3n2)cc1 | 92.3 | 109.1 | 87.8 | 92.0 | 89.3 | 104.1 | 77.4 | 107.0
O=C1Nc2ccccc2/C1=C/c1ccc(-c2cccc([N+](=O)[O-])c2)s1 | 92.7 | 80.8 | 49.7 | 110.2 | 97.5 | 100.7 | 102.2 | 126.0
COc1ccc(CCn2nnc3ccccc3c2=O)cc1OC | 99.2 | 92.8 | 97.9 | 98.6 | 126.8 | 103.3 | 112.4 | 115.4
Nc1cc(Nc2ccc(Cl)c(Cl)c2)nc(N)n1 | 87.6 | 68.4 | 82.3 | . | 91.0 | 96.5 | 109.5 | 98.1
Cc1ccc([C@H]2c3[nH]c4ccccc4c3C[C@H]3C(=O)N(CCCCCCC(=O)NO)CC(=O)N23)cc1 | . | 19.5 | 35.5 | 68.0 | 44.4 | -37.2* | 52.5 | 37.5
CC1=CSC2=NC(c3ccc(Cl)cc3)=CC(c3ccc(C)cc3Br)N12 (stereo not drawn) | 94.1 | 89.9 | 93.8 | 99.8 | 113.6 | 96.8 | 103.8 | 99.6
CC1=C(/C=C/C(C)=C/C=C/C(C)=C\C(=O)O)C(C)(C)CCC1 | 95.5 | 87.4 | 108.9 | 97.5 | 100.6 | 103.2 | 93.2 | 102.4
CCC(CC)NC(C)CO (stereo not drawn) | 104.3 | 101.3 | 101.3 | 101.8 | 100.8 | 93.1 | 105.3 | 103.8
CC(C)NCCCNC(=O)C1COc2ccccc2O1 (stereo not drawn) | 89.3 | 93.4 | 91.4 | . | 103.2 | 96.5 | 96.6 | 110.2
CCN(CC)C(C(=O)Nc1c(C)cccc1C)N(CC)CC | 132.0 | 103.0 | 88.2 | 93.5 | 103.5 | 95.8 | 112.3 | 99.7
CCc1c(C)c2cc3[nH]c(=S)oc3c(C)c2oc1=O | 101.9 | 86.8 | 100.3 | 99.9 | 91.8 | 97.1 | 101.0 | 108.0
COc1cccc(N(CCCCN)c2cccnc2)c1 | 102.4 | 91.4 | 92.6 | 93.5 | 95.6 | . | 103.0 | 107.4
COc1ccc2cc(N3CCCC3=O)ccc2c1 | 107.0 | 93.5 | 104.1 | 127.0 | 117.6 | 101.4 | 113.4 | 114.1
C=C1CCC2C(C)(COC(C)=O)C(O)CCC2(C)C1/C=C/C1=CCOC1=O (stereo not drawn) | 96.6 | 102.9 | 98.3 | 110.9 | 96.3 | 96.5 | 106.8 | 116.4
Cc1cccc(C)c1N1C(N)=NC(N)=NC1(C)C | 103.5 | 98.9 | 94.9 | 109.1 | 102.7 | 92.7 | 113.1 | 116.5
O=C(Nc1cc(-c2ccccc2)[nH]n1)c1ccccc1 | 86.6 | 92.1 | 97.4 | 89.9 | 97.0 | 70.6 | 103.1 | 109.2
CN(C)c1ccc(/C=C(\CC(=O)c2ccc(Cl)c(Cl)c2)C(=O)NCc2ccccc2)cc1 | 96.9 | 81.8 | 90.6 | 102.2 | 93.3 | . | 98.3 | 105.8
Cc1cc2ncn(CC(=O)NN)c2cc1C | 116.8 | 92.5 | 100.2 | 95.2 | 105.2 | 104.8 | 114.2 | 107.9
O=C1NC(=Nc2ccc(F)cc2)/C(=C/N2N=C(c3ccc(Cl)cc3)CC2c2ccc(F)cc2)S1 (stereo not drawn) | 97.9 | 74.4 | 86.5 | 107.5 | 87.9 | 91.9 | 85.8 | 101.7
C=CCSc1nc2ccccc2cc1/C=N/O | 82.0 | 67.6 | 78.0 | 85.6 | 97.6 | 85.9 | 72.2 | 88.0
NC(=O)c1c(NC(=O)c2ccccc2)sc2c1CCC(=O)C2 | -5.3* | -9.9* | 4.2* | 9.2* | 0.8* | 17.6 | 24.5 | 34.9
Cc1ccc(C(c2c(O)c3ccccc3[nH]c2=O)c2c(O)c3ccccc3[nH]c2=O)cc1 | 107.4 | 96.3 | 96.5 | 93.0 | 99.1 | 93.9 | 91.7 | 110.9
COC(=O)/C=C/c1cccc([N+](=O)[O-])c1 | 94.4 | . | 87.4 | 87.6 | . | 102.7 | 96.7 | 108.0

Ordered by heavy-atom count (high to low): part of the list above.
SMILES | MDA-MB-468 | T-47D | MCF7 | BT-549 | MDA-MB-231 | LOX IMVI | HS 578T | SK-MEL-28
Cc1ccc([C@H]2c3[nH]c4ccccc4c3C[C@H]3C(=O)N(CCCCCCC(=O)NO)CC(=O)N23)cc1 | . | 19.5 | 35.5 | 68.0 | 44.4 | -37.2* | 52.5 | 37.5
O=C1Nc2ccccc2/C1=C/c1ccc(-c2cccc([N+](=O)[O-])c2)s1 | 92.7 | 80.8 | 49.7 | 110.2 | 97.5 | 100.7 | 102.2 | 126.0
CCC(CC)NC(C)CO (stereo not drawn) | 104.3 | 101.3 | 101.3 | 101.8 | 100.8 | 93.1 | 105.3 | 103.8

(cont.)
SMILES | MDA-MB-468 | T-47D | MCF7 | BT-549 | MDA-MB-231 | LOX IMVI | HS 578T | SK-MEL-28
COc1nccc2c(N(C)C(=O)Nc3ccc(N(C)C)cc3)nc(N)nc12 | 113.9 | 93.3 | 105.7 | 87.5 | 50.8 | 95.6 | 92.1 | 110.5
COC(=O)[C@@]1(C)CC[C@]2(C)CC[C@]3(C)C(=CC[C@@H]4[C@@]5(C)CCC(=O)NC(C)(C)[C@@H]5CC[C@]43C)[C@@H]2C1 | 104.9 | 96.6 | 100.5 | 101.9 | 96.1 | 97.6 | 93.6 | 109.7
CC/C=C\C/C=C\C[C@H](O)C/C=C1/C(=O)C=C[C@@H]1C/C=C\CCCC(=O)OC | -51.7* | 4.2* | 2.3* | -14.9* | -5.5* | -80.5* | 32.6 | -38.0*
c1ccc(-c2nc3c4c5c(sc4ncn3n2)CCCC5)cc1 | 108.7 | 68.3 | 80.2 | 103.4 | 87.5 | 91.4 | 98.4 | 107.2
O=C1C(O)CCN1C1CCCCC1 (stereo not drawn) | 111.4 | 102.6 | 102.0 | 109.8 | 100.8 | 90.6 | . | 108.6
O=C(CN1C(=O)CN(/N=C/c2ccc([N+](=O)[O-])o2)C1=O)c1ccc(Br)cc1 | 104.0 | 95.8 | 88.2 | 101.1 | 89.8 | 88.9 | 100.7 | 105.8
CCN1C(=S)N(CC)C2C1NC(=O)N2/N=C/C=C/c1ccccc1 (stereo not drawn) | 74.8 | 90.5 | 89.1 | 97.3 | 91.0 | 92.8 | 91.9 | 103.4
Cc1nn(-c2ccccc2)c2nc3c(nc12)C(=O)CC(C)(C)C3 | 119.2 | 93.4 | 97.9 | 89.0 | 110.2 | 98.7 | 97.2 | 109.6
Nc1nc(N)c2[nH]c(=S)[nH]c2n1 | 100.2 | 92.2 | 97.2 | 132.0 | 123.3 | 89.6 | 103.8 | 111.6
CCOP(=O)(OCC)/C(=C\N1C(=O)CC(=O)NC1=S)C(=O)OC | 107.3 | 95.0 | 94.7 | 116.2 | 93.6 | 98.6 | 98.4 | 106.8
CN1CCCNc2c(c(=O)c2=O)NCCCN(C)CCCNc2c(c(=O)c2=O)NCCCN(C)CCCNc2c(c(=O)c2=O)NCCCN(C)CCCNc2c(c(=O)c2=O)NCCCN(C)CCCNc2c(c(=O)c2=O)NCCC1 | 97.2 | 92.0 | 101.5 | 104.2 | 77.9 | 90.4 | 98.8 | 84.3
COCCOCn1c(NN)c(C#N)c2c(N)ncnc21 | . | 101.2 | 96.8 | 114.8 | 109.1 | 104.4 | 108.9 | 114.5
CC1(C)COC(=S)N1CCC#N | 91.2 | 104.3 | 98.3 | 142.1 | 102.6 | 94.9 | 94.4 | 101.3
Clc1ccc(C(c2ccccc2)C(Cl)Cl)cc1 (stereo not drawn) | 96.3 | 81.4 | 101.0 | 88.9 | 104.6 | 103.7 | 98.5 | 112.5
Cc1ccc(-c2cc(-c3cccnc3)[nH]c(=O)c2C#N)cc1 | 106.1 | 95.6 | 94.7 | 110.7 | 109.3 | 96.9 | 101.5 | 109.2
CC(=O)Nc1nnc(S(N)(=O)=O)s1 | 109.4&109.8 | 110.2&99.9 | 92.1&98.0 | 113.9&96.9 | 103.2&99.8 | 99.5&92.0 | 110.2&104.2 | 100.0&106.2
O=C(Nc1cccc(Cl)c1)Nc1cccc(Cl)c1 | . | 19.4 | 64.3 | 96.7 | 85.3 | 89.1 | 80.7 | 95.0
Cc1ccc(C(=O)NN2C(=O)CSC2c2ccc(N(C)C)cc2)cn1 (stereo not drawn) | 103.1 | 97.2 | 112.4 | 109.6 | 112.6 | 93.1 | 168.0 | 140.5
CCN(CC)Cc1nc2nc(Cl)c(Cl)nc2[nH]1 | 100.0 | 81.6 | 98.4 | 108.0 | 107.5 | 98.3 | 103.3 | 102.6
O=C(Nc1cc(C(F)(F)F)cc(C(F)(F)F)c1)Nc1cc(Cl)ccc1-c1nn[nH]n1 | 86.4 | 84.5 | 86.9 | 97.3 | 102.3 | 88.6 | 94.0 | 101.5
CN1C(=O)/C(=C/c2cn(-c3ccccc3)nc2-c2ccccc2)SC1=S | . | 96.1 | 83.6 | 106.2 | 92.8 | 89.6 | 100.0 | 105.0
COc1ccc(Nc2ncccc2/C=C\c2cc(OC)c(OC)c(OC)c2)cc1 | 94.7 | 72.6 | 36.0 | 105.5 | 86.1 | 51.9 | 86.5 | 62.6
O=Cc1[nH]c(Sc2ccccc2)c2ccccc12 | 47.7 | 44.1 | 72.2 | 53.4 | 85.1 | 80.5 | 64.9 | 92.9
Cn1cc(-c2csc(-c3ccc(Cl)cc3)n2)c2cccnc21 | -69.1*[100 µM] | -23.5*[100 µM] | -35.2*[100 µM] | -38.1*[100 µM] | -46.5*[100 µM] | 1.7*[100 µM] | 9.0*[100 µM] | -63.9*[100 µM]
C=C(C)[C@@H]1CC[C@]2(C)[C@H](CC=C3[C@@H]4C[C@@](C)(CO)CC[C@]4(C)CC[C@]32C)[C@@]1(C)CCCN | 103.2 | 81.9 | 92.6 | 97.4 | 104.4 | . | 104.9 | 114.1
SMILES | MDA-MB-468 | T-47D | MCF7 | BT-549 | MDA-MB-231 | LOX IMVI | HS 578T | SK-MEL-28
Cc1sc(N=Nc2ccc(N(C)C)cc2)[n+]([O-])c1C | 75.2 | 95.4 | 79.9 | 94.3 | 96.2 | 101.6 | 96.3 | 102.4
CCOC(=O)n1cc(-c2nonc2-c2cn(C(=O)OCC)c3ccc(Br)cc23)c2cc(Br)ccc21 | 100.8 | 85.5 | 94.6 | 100.4 | 93.7 | 93.9 | 88.5 | 105.8
COc1cc(/C=C\c2cccc[n+]2C)ccc1O | 121.2 | 90.9 | 95.2 | . | 106.7 | 100.8 | 111.2 | 99.6
CCOC(=O)c1ccccc1NC(=O)CCN(CC)CC | 96.5 | 105.4 | 103.3 | 104.2 | 99.4 | 99.6 | 99.6 | 114.1
O=C(COc1ncnc2sc3c(c12)CCCC3)N/N=C/c1ccc(Cl)cc1 | 108.6 | 93.0 | 88.3 | 105.5 | 92.4 | 92.9 | 92.4 | 102.3
Cn1c(/C(C#N)=C/c2ccc3ccccc3c2)cc2ccccc21 | -3.2* | 73.4 | 14.1 | -16.6* | 5.5* | . | 23.8 | 63.4
C=C(C)[C@@H]1CC[C@]2(C(=O)N3CCNCC3)CC[C@]3(C)[C@H](CC[C@@H]4[C@@]5(C)C/C(=C/c6ccncc6)C(=O)C(C)(C)[C@@H]5CC[C@]43C)[C@@H]12 | 95.0 | 101.8 | 79.7 | 104.6 | 116.2 | 97.2 | 98.4 | .
COc1ccc(-c2c[nH]c(C(=O)O)c2-c2cc(OC)c(OC)c(OC)c2)cc1 | 11.8 | 15.3 | 24.2 | 65.8 | 57.7 | 47.2 | 9.6* | 61.7
O=C1OCC2=C1C(c1cccc(Cl)c1)c1cc3c(cc1N2CCO)OCCO3 (stereo not drawn) | 9.0* | 73.5 | 18.0 | 32.4 | -3.2* | 22.2 | -6.1* | 57.7
COc1ccc(-c2cc(-c3cccnc3)nc3sc(C#N)c(N)c23)cc1OC | 100.3 | 80.8 | 82.6 | 87.1 | 60.8 | 77.5 | 83.2 | 104.0
CC(C)(C)CC(C)(C)Nc1c(-c2ccncc2)nc2cnccn12 | 87.5 | 86.1 | 96.5 | 98.6 | 95.0 | 98.8 | 92.2 | 112.3
CCCCC(C)(O)c1ccccc1 (stereo not drawn) | 99.9 | 115.3 | 113.8 | 98.0 | 114.7 | 101.4 | 126.2 | 109.7
O=C1c2ccccc2C(=O)N1C1CCCCC1 | 107.7 | 106.2 | 113.8 | 94.4 | 105.1 | 98.8 | 108.2 | 110.4
COc1cc(-c2nn(C(=O)NCCN3CCN(C(C)=O)CC3)cc2-c2ccncc2)ccc1Cl | 81.2 | 61.7 | 85.9 | 91.4 | 83.0 | 94.1 | 81.1 | 88.2
CCOC(=O)c1cn2c3c(c(C)cc(C)c3c1=O)C(=O)/C(=C/c1ccc(F)cc1)C2 | 86.0 | 70.4 | 89.5 | 84.8 | 76.6 | 97.6 | 106.8 | 89.9
Fc1ccc(NC(=S)N/N=C\c2ccccc2Cl)cc1 | 110.0 | 106.1 | 74.3 | . | 107.6 | . | 96.7 | 104.4

Compound profiles, as listed above:
Listed for COc1nccc2c(N(C)C(=O)Nc3ccc(N(C)C)cc3)nc(N)nc12 : MDA-MB-468 = 113.9; T-47D = 93.3; MCF7 = 105.7; BT-549 = 87.5; MDA-MB-231 = 50.8; LOX IMVI = 95.6; HS 578T = 92.1; SK-MEL-28 = 110.5
Listed for Nc1nc(N)c2[nH]c(=S)[nH]c2n1 : MDA-MB-468 = 100.2; T-47D = 92.2; MCF7 = 97.2; BT-549 = 132.0; MDA-MB-231 = 123.3; LOX IMVI = 89.6; HS 578T = 103.8; SK-MEL-28 = 111.6

The order is random, and some 12% of all compounds hit somewhere here.
